From PubChem
Luc counter – counter-screen: inhibitors of Kinase-Glo firefly luciferase. Q27757. Kinase-Glo luciferase, ATP luminescence, 8 min. Potency, µM (titrated, usually from 38.3 µM), without a hit: top-dose activity change, negative = inhibition, usual class: inhibitors. 200,000 tested, 0.28% active; also: potency is read from the fitted curve at half-maximal effect; % is scaled to controls: 0 for no effect and ±100 for the full control effect; nearly all actives have a fitted effect of over 60% in size
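Luminescence was the read-out, taken after 8-minute incubation at ambient temperature. Luciferase turned over luciferin with 10 uM ATP in imidazole pH 7.2 buffer containing KCl, MgCl2, Tween 20 and BSA.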
CBFb RUNX1 block – blocks binding between human CBF-beta and RUNX1; Q01196+Q13951; AlphaScreen CBFb-His/RUNX1-biotin binding, biochemical; Potency, µM (top dose mostly 59.8 µM), for the others: at the top dose activity, negative = inhibition, hits mostly inhibitors; 230,000 tested, under 10 active; AID 1477; also: % of control where 0% means no effect
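Compounds were screened at multiple concentrations against a preformed CBF-beta(His)/RUNX1(biotin) complex (30 nM of each) for 15 min at room temperature, followed by 90 min with nickel and streptavidin beads and AlphaScreen reading.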
Lamin A splicing – changes lamin A minigene splicing in HeLa cells | 200,000 tested, 0.01% active | HeLa LMNA splicing GFP/RFP minigene ratio, 48 h | AID 1487 | Potency, µM (top dose mostly 46.1 µM), for the others: at the highest dose ratio change, negative = inhibition, hits mostly inhibitors; active = well fitted inhibition curve with a large enough effect in the signal ratio, with a control signal flat, not every such curve was filed as active; inconclusive = small, poorly fitted or top-dose-only effect, or effect the other way, or a change in a side signal; the % refers to the signal ratio; also: potency is read from the fitted curve at half-maximal effect; % is scaled to controls: 0 for no effect and ±100 for the full control effect
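S3 HeLa cells stably expressing lamin A-EGFP splicing minigene plus DsRed2, 600 cells/well, 48 h compound exposure at 37C. Laser-scanning cytometry; analysed as GFP (500-530 nm)/RFP (575-640 nm) total intensity ratio; 0.5% DMSO vehicle.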
IMPase Li inh – cell-permeable IMPase inhibitors with lithium potentiation | CHO-M1 cells, IP1 TR-FRET (IP-One), carbachol + lithium | Potency, µM (top dose mostly 59.4 µM), without a hit: at the highest dose activity, negative = IMPase inhibition, most hits filed as inhibitors | 210,000 tested, 0.35% active;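 also: IP1 builds up when IMPase is blocked and the TR-FRET signal falls; potency is read from the fitted curve at half-maximal effect; plate controls were basal vehicle for no effect and high inhibitor control for full effect; nearly all actives have a fitted effect of over 50% in size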
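CHO-M1, 2000 cells/well, 16–30 h culture; cpd + low Li+, 30 min 37C; lysis with d2-IP1/Eu-anti-IP1 Ab, 10 min RT; TR-FRET 665/620 ratio and 620 channel; AC50 via Hill.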
Epigenetic reg – epigenetic control regulation, reporter derepression | murine LDR cells, GFP reporter derepression, 30 h | Potency, µM (top dose mostly 53.9 µM), for inactives: at the highest dose GFP activation, actives largely listed as activators | 280,000 tested, 0.2% active; also: potency is read from the fitted curve at half-maximal effect; % of control where 0% means no effect; nearly all actives have a fitted effect of over 60% in size
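In this reporter-derepression format, murine cells bearing a silenced integrated CMV-GFP locus incubate with test compound (30 h, 37 C), then are washed and imaged; fluorescent objects of 20–120 um count as induced cells.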
NPSR antagonist – blocks cAMP signaling of the human neuropeptide S receptor; Q6W5P4; CHO-NPSR cells, cAMP TR-FRET, antagonist mode; Potency, µM (doses to about 38.3 µM), for inactives: at the top dose activity change, negative = inhibition, actives largely listed as inhibitors; 220,000 tested, 1% active; AID 1461; also: potency is read from the fitted curve at half-maximal effect; % is scaled to controls: 0 for no effect and ±100 for the full control effect; nearly all actives have a fitted effect of over 50% in size; many of its hits are not listed in these tables
Target sequence (Q6W5P4 whole entry, looked up): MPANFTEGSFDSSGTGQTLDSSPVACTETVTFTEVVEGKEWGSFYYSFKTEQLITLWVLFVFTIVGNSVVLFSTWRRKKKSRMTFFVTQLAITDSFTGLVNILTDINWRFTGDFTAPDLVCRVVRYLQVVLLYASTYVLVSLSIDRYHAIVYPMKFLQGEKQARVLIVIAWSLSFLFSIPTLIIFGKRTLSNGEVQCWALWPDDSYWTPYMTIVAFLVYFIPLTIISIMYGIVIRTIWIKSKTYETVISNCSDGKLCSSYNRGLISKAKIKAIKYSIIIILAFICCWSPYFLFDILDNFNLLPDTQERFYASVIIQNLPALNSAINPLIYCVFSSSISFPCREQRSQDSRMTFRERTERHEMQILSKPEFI
GLA spleen mod – inhibits or activates alpha-galactosidase in human spleen homogenate | P06280 | human spleen homogenate, 4MU-alpha-Gal fluorescence, 40 min | Potency, µM (doses to about 80 µM), without a hit: at the highest dose activity change, negative = inhibition, actives largely listed as inhibitors | 240,000 tested, 0.008% active | AID 2107;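 also: potency is read from the fitted curve at half-maximal effect; 0% = enzyme with vehicle and -100% = no enzyme basal signal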
Target sequence (P06280 32-429 limits assumed): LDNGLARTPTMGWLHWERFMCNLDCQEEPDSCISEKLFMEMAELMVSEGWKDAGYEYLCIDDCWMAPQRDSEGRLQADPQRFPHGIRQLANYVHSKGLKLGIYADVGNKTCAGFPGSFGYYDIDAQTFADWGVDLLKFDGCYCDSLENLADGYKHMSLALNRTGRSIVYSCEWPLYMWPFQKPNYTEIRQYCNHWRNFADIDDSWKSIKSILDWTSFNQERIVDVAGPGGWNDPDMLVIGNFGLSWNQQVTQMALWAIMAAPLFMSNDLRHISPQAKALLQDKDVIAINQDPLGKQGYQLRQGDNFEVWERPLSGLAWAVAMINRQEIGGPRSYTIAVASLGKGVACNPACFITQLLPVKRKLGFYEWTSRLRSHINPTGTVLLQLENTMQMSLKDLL
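Spleen homogenate 1 ug + cpd (titration) + 4-MU-alpha-D-galactopyranoside 1 mM; 37C 40 min; 50 mM citrate/phosphate pH 5.0, 0.01% Tween-20; stop pH 10; fluorescence 365/440; AC50 via Hill.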
Numbers without * were called inactive; ? = inconclusive; nt = not tested or not shown; & = joins results of further samples; [ ] = dose if it differs, or a comment. Unless noted, calls follow the shape of the dose curve; as a rule, active = well fitted curve in the direction sought with a large enough effect; inconclusive = small, poorly fitted or top-dose-only effect, or another doubt; inactive = no such curve, though single readings can be large; an effect the other way counts as inactive or inconclusive.

Preview (nine entries):
[1] CCc1cc(SC#N)cc(C)c1N
[2] COc1ccccc1/C=N/NC(=O)COCC(=O)N/N=C/c1ccccc1OC
[3] CCOC(=O)N/N=C\C=C\c1ccco1
[4] O=c1[nH]c2ccccc2nc1/C=C(\O)C(F)F
[5] CCOC(=O)Cc1ccc2sc(-c3ccccc3)nc2c1
[6] COC(=O)Cn1c(O)c(N=NC(=O)c2ccc3c(c2)OCO3)c2ccccc21
[7] Cc1cc2cc(CNC(=O)c3ccc(S(=O)(=O)N4CCCCC4)cc3)ccc2n1C
[8] COc1cc(/C=C/C(=O)Nc2nc3ccc(S(=O)(=O)NC(C)C)cc3s2)cc(OC)c1OC
[9] COc1cc(-c2nc(-c3ccncc3)no2)cc(OC)c1OC
compound no. | 1 | 2 | 3 | 4 | 5 | 6 | 7 | 8 | 9
Luc counter | -3% | nt | -2% | -2% | ? | -13% | -3% | 14% | -4%
CBFb RUNX1 block | -23% | 0% | -4% | -3% | ? | 11% | -4% | -5% | 13%
Lamin A splicing | nt | nt | -5% | ? | -2% | 15%[46 µM] | -1% | -1% | 16%
IMPase Li inh | 4% | 14% | 8% | 10% | -1% | 11% | ? | -1% | 21%[38.3 µM]
Epigenetic reg | 1.5% | -1.3% | 0.0% | 1.0% | -1.1% | 0.0% | -1.0% | 1.1% | 0.0%
NPSR antagonist | -4% | -22% | -6% | -6% | -11% | 5% | -7%[46.1 µM] | 4% | -2%[46.1 µM]
GLA spleen mod | -3% | -16% | -14% | -14% | 3% | 2% | -6% | 2% | 2%

Main list, from the start:
[1] CCc1cc(SC#N)cc(C)c1N
[2] COc1ccccc1/C=N/NC(=O)COCC(=O)N/N=C/c1ccccc1OC
[3] CCOC(=O)N/N=C\C=C\c1ccco1
[4] O=c1[nH]c2ccccc2nc1/C=C(\O)C(F)F
[5] CCOC(=O)Cc1ccc2sc(-c3ccccc3)nc2c1
[6] COC(=O)Cn1c(O)c(N=NC(=O)c2ccc3c(c2)OCO3)c2ccccc21
[7] Cc1cc2cc(CNC(=O)c3ccc(S(=O)(=O)N4CCCCC4)cc3)ccc2n1C
[8] COc1cc(/C=C/C(=O)Nc2nc3ccc(S(=O)(=O)NC(C)C)cc3s2)cc(OC)c1OC
[9] COc1cc(-c2nc(-c3ccncc3)no2)cc(OC)c1OC
[10] CCC(CC)c1nn2c(N)c(/C=C3\C=Nc4ccccc43)c(=O)nc2s1
compound no. | 1 | 2 | 3 | 4 | 5 | 6 | 7 | 8 | 9 | 10
Luc counter | -3% | nt | -2% | -2% | ? | -13% | -3% | 14% | -4% | nt
CBFb RUNX1 block | -23% | 0% | -4% | -3% | ? | 11% | -4% | -5% | 13% | -3%
Lamin A splicing | nt | nt | -5% | ? | -2% | 15%[46 µM] | -1% | -1% | 16% | nt
IMPase Li inh | 4% | 14% | 8% | 10% | -1% | 11% | ? | -1% | 21%[38.3 µM] | nt
Epigenetic reg | 1.5% | -1.3% | 0.0% | 1.0% | -1.1% | 0.0% | -1.0% | 1.1% | 0.0% | 2.4%
NPSR antagonist | -4% | -22% | -6% | -6% | -11% | 5% | -7%[46.1 µM] | 4% | -2%[46.1 µM] | 23%
GLA spleen mod | -3% | -16% | -14% | -14% | 3% | 2% | -6% | 2% | 2% | 3%

[11] CCC(C)NC(=O)CN(c1cc(Cl)cc(Cl)c1)S(C)(=O)=O (centres undefined)
[12] COC(=O)c1ccccc1NC(=O)CN1CCCCC1
[13] CCOC(=O)Cc1csc(NC(=O)CSc2cc(Cl)ccc2Cl)n1
[14] CCOC(=O)c1c(NC(=O)c2nn(CC)cc2Br)c(C#N)nn1-c1ccccc1
[15] CCCNC(=O)CNC(=S)N(Cc1cc(OC)c(OC)c(OC)c1)C1CCCC1
[16] CC(=NCc1cccnc1)C1=C(O)c2ccccc2C1=O
[17] Cc1cc(C)c2nc(-c3cccnc3)cc(C(=O)NC(C)c3cnn(C)c3C)c2c1 (centres undefined)
[18] O=C(c1c[nH]c(C(=O)C(Cl)(Cl)Cl)c1)c1ccccc1Br
[19] O=C(Nc1ccon1)c1sc2cc(F)ccc2c1Cl
[20] O=C(Cc1ccccc1)NC1(Cc2ccc(O)cc2)CCCCC1
compound no. | 11 | 12 | 13 | 14 | 15 | 16 | 17 | 18 | 19 | 20
Luc counter | 5% | -1% | 6% | 1% | 4% | 1% | 1% | 0% | 1% | 1%
CBFb RUNX1 block | 2% | 3% | 11% | 10% | -3% | -2% | -4% | -3% | 0% | 5%
Lamin A splicing | -1%[46 µM] | 16%[46 µM] | 6% | 3% | -3% | 17% | 10%[46 µM] | 7%[9.22 µM] | -12% | nt
IMPase Li inh | -4% | 2% | 1% | 7%[38.3 µM] | 4% | -1%[38.3 µM] | 26% | -2% | -5% | 17%
Epigenetic reg | 0.5% | -0.6%[10.1 µM] | -0.8% | -0.8% | -1.0% | -1.0% | 0.9% | -1.4% | 0.0% | 2.4%
NPSR antagonist | 13% | 4% | -16% | ? | 1% | -7%[46.1 µM] | -7% | -2% | -3%[46.1 µM] | 3%
GLA spleen mod | 5% | 1% | 9% | 2% | -7% | -2% | 3% | 4% | 4% | -1%

[21] Cc1ccc(NCC(O)C(O)C(O)CO)c(N=Nc2ccccc2)c1C (centres undefined)
[22] COc1ccc(Cl)cc1Nc1nc(-c2sc(NC(=O)CC(C)C)nc2C)cs1
[23] O=C(Nc1ccncc1)c1ccc2c(c1)S(=O)(=O)c1ccccc1C2=O
[24] CC(=O)Nc1ccc2oc(-c3cc(F)c(F)cc3Cl)nc2c1
[25] CSc1ncccc1C(=O)NCC12CC3CC(CC(C3)C1)C2
[26] Cc1cc(C(=O)CSc2nn3c(=O)c(C(C)(C)C)nnc3s2)c(C)n1-c1ccc(F)cc1
[27] O=C(CC1SC(=Nc2ccccc2)N(CCCO)C1=O)Nc1ccc(Cl)cc1 (centres undefined)
[28] CCN1C(=O)CC(n2c(C)nc3ccccc32)C1=O (centres undefined)
[29] O=S1(=O)CCN2C=C(Cl)C=C(Cl)C2=N1
[30] COc1ccc(OC(C)C(=O)Nc2cccc(F)c2)cc1 (centres undefined)
compound no. | 21 | 22 | 23 | 24 | 25 | 26 | 27 | 28 | 29 | 30
Luc counter | nt | -5% | -2% | -6% | -1% | -2% | 7% | -1% | 0% | nt
CBFb RUNX1 block | nt | ? | ? | 4% | 9% | -9% | 4% | -2% | 11% | 8%
Lamin A splicing | nt | -2% | ? | 14% | ? | ? | -9% | 0% | nt | nt
IMPase Li inh | nt | 25%[38.3 µM] | 17% | -4%[38.3 µM] | -3% | -14%[38.3 µM] | 3% | -2%[38.3 µM] | -10% | 2%
Epigenetic reg | -1.1% | -1.1% | -0.4% | 1.3% | -0.5% | -1.0% | 0.0% | 2.7% | -3.4% | 0.2%
NPSR antagonist | -12% | -4%[46.1 µM] | 10% | 1%[46.1 µM] | -23% | -9%[46.1 µM] | -21%[46.1 µM] | -5%[46.1 µM] | 12% | -11%
GLA spleen mod | -2% | 6% | 5% | -2% | -5% | 4% | -1% | 5% | ? | -18%

[31] CCCCC(=O)NNC(=S)NC(=O)c1cccc([N+](=O)[O-])c1
[32] CC(=O)CCC(=O)OCC(=O)c1ccc(C(F)(F)F)cc1
[33] CC(=O)c1ccc(NC(=O)/C(=C\c2ccccc2)NC(=O)/C=C/c2ccccc2)cc1
[34] O=C1c2ccccc2-c2c1cccc2C(=O)N1CCOCC1
[35] CCCC(=O)Nc1ccc(C(N)=O)cc1
[36] COc1ccc(CCNC(=O)COC(=O)COc2ccc(Cl)cc2)cc1OC
[37] CC(C)Cn1c(-c2nn(C)cc2Cl)n[nH]c1=S
[38] COc1ccc(/C=C/c2cc(-c3ccc(C)cc3)o[n+]2C)cc1
[39] S=c1ccss1
[40] CN=C1c2ccccc2CN1c1cccc(C(=O)OC)c1
compound no. | 31 | 32 | 33 | 34 | 35 | 36 | 37 | 38 | 39 | 40
Luc counter | 3% | nt | 2% | 5% | -1% | -1% | -1% | 0% | -3% | -1%
CBFb RUNX1 block | -11% | 4% | -6% | 3% | 18% | 14% | -1% | 7% | nt | -3%
Lamin A splicing | ? | nt | -9% | -8% | nt | -16%[46 µM] | ? | 4% | ? | ?
IMPase Li inh | 24%[38.3 µM] | nt | -6%[38.3 µM] | 3% | -1% | 8% | -1%[38.3 µM] | 5%[38.3 µM] | 1% | 4%[38.3 µM]
Epigenetic reg | 1.2% | 10% | -1.9% | -1.0% | 4.0% | 1.8% | 0.0% | -2.3% | 1.2% | -1.0%
NPSR antagonist | -7%[46.1 µM] | -9% | ? | 3% | 5% | 5% | -8%[46.1 µM] | 9%[46.1 µM] | nt | -1%[46.1 µM]
GLA spleen mod | -1% | -2% | -1% | -9% | -4% | -6% | 2% | -1% | -18% | 8%

[41] COc1ccc(N2C(=O)C(CN3CCN(C)CC3)C2c2ccccc2)cc1 (centres undefined)
[42] CCCCCn1c(SCCOCC)nc2c1c(=O)[nH]c(=O)n2C
[43] Cc1cc(C(=O)Cn2nnc(-c3ccc(Cl)cc3)n2)c(C)n1CC1CCCO1 (centres undefined)
[44] CCCc1nc(Nc2nc3ccccc3o2)nc(C)c1C(=O)OCC
[45] O=C(CSc1nnnn1C1CCCCC1)Nc1ccc(F)cc1
[46] CN(C)S(=O)(=O)c1cccc(NC(=O)CSc2nc3c(cc2C#N)C(=O)CC(C)(C)C3)c1
[47] CCOC(=O)C1(Cc2ccc(Cl)cc2)CCN(CCCn2cccn2)CC1
[48] Nc1cc(-c2ccccc2)ccc1O
[49] CCC(C)(C)C1CCc2c(sc(NC(=O)c3ccoc3C)c2C(N)=O)C1 (centres undefined)
compound no. | 41 | 42 | 43 | 44 | 45 | 46 | 47 | 48 | 49
Luc counter | -3% | 0% | 7% | -8% | -2% | 5% | -3% | -1% | -4%
CBFb RUNX1 block | 0% | 2% | -6% | 6% | 1% | 1% | 0% | -10%&-2% | 2%
Lamin A splicing | -7%[46 µM] | -2% | ? | 2% | 11%[46 µM] | ? | 2%[46 µM] | ? | 0%
IMPase Li inh | 3% | 6%[38.3 µM] | -5%[38.3 µM] | 9%[38.3 µM] | 3% | 9% | 12% | 24%[38.3 µM] | ?
Epigenetic reg | -0.8%[10.1 µM] | -1.8% | -0.9% | 12% | 3.0% | 5.0% | 2.3% | -4.8%&1.5% | 0.0%
NPSR antagonist | 0% | -7%[46.1 µM] | -24%[46.1 µM] | ? | -11% | 8% | 21% | 2%[46.1 µM] | ?
GLA spleen mod | -18% | 1% | -9% | -3% | 2% | 2% | 3% | 1%&3% | -3%

Only part of the results is shown; the hit share may differ from the screen's.
